# Sm TGR inh: inhibitors of Schistosoma mansoni thioredoxin glutathione reductase. Potency, µM (top dose mostly 114 µM), without a hit: at the highest dose activity change, negative = inhibition, most hits filed as inhibitors. 3% of 360,000 active. AID 485364. purified TGR, DTNB reduction, TNB absorbance 405 nm; further: potency means the concentration at half of the fitted maximal effect; nearly all actives have a fitted effect of over 60% in size
#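 First, TGR (20 nM dispensed) and NADPH were mixed with compound. Second, a 15 min room-temperature incubation followed. Third, further NADPH and then DTNB were added to start the reaction. Finally, TNB absorbance was monitored kinetically.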
# AmpC detergent: inhibitors of E. coli AmpC beta-lactamase with detergent; AmpC hydrolysis of nitrocefin, absorbance 480 nm, 0.01% Triton; P00811; Potency, µM (series often up to 114 µM), without a hit: at the highest dose activity change, negative = inhibition, actives largely listed as inhibitors; 0.041% of 370,000 active;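 further: potency means the concentration at half of the fitted maximal effect; 0% = no-compound wells and -100% = no-enzyme wells; nearly all actives have a fitted effect of over 25% in size; some results filed as inactive show a strong effect at the top dose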
# Target sequence (P00811 whole entry, looked up): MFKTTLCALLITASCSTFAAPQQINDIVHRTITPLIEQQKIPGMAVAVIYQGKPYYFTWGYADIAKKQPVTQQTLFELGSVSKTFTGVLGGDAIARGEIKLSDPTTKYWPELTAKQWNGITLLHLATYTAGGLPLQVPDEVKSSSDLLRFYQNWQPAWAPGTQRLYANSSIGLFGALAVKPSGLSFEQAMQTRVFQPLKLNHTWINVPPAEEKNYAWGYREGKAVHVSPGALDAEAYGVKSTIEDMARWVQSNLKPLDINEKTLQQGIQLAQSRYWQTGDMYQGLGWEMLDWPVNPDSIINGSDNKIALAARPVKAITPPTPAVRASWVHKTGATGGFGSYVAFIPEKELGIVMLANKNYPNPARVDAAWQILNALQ
#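 AmpC (5.3 nM in the dispensed reagent) in 20 mM phosphate pH 7.0 with 0.01% (detergent screen) or 0.0001% Triton X-100 was preincubated with compounds for 15 min at room temperature. Nitrocefin was then added from an 800 uM solution, and hydrolysis was followed at 480 nm.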
# HCMV inh: blocks human cytomegalovirus replication; activity change, negative = inhibition, % at 57.5 µM; HFF cells, HCMV-luciferase reporter, 72 h; stronger effect = lower value; 4.5% of 410,000 active; in the data active means activity change below about -60%; inconclusive means no clear call, values can overlap the other calls; inactive means above about -39%
#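 After 16 h attachment at 37C, HFF cells received test compound and HCMV-luciferase (1 PFU/cell); reporter luminescence read 72 h later, data normalized against buffer-only and known inhibitor Salinomycin.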
# Giardia FBPA inh: Giardia lamblia aldolase inhibition; Potency, µM (highest dose often 59.6 µM), for the others: at the highest dose activity, negative = inhibition, hits mostly inhibitors; 0.71% of 290,000 active; purified Giardia FBPA; A8B2U2; further: potency means the concentration at half of the fitted maximal effect; nearly all actives have a fitted effect of over 55% in size
# Target sequence (A8B2U2 whole entry, looked up): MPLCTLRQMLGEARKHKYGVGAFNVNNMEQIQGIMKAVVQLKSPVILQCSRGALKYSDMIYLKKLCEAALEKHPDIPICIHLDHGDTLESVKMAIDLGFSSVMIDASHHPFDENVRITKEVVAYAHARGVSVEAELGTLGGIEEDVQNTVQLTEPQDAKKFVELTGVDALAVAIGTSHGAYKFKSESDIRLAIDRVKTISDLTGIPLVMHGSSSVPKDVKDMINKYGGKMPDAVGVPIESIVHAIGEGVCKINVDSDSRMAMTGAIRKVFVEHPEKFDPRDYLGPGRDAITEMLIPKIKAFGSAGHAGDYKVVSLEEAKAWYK
#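 Giardia FBPA (40 nM reagent) was preincubated 10 min at RT with compound (up to 57.5 uM final), then substrate plus GAPDH/TPI/NAD/arsenate coupling system with diaphorase/resazurin was added; resorufin fluorescence (525/598 nm) was read after 20 min.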
# AmpC inh no detg: inhibitors of E. coli AmpC beta-lactamase without detergent; P00811; AmpC nitrocefin hydrolysis, absorbance 480 nm, 0.0001% Triton; Potency, µM (series often up to 57.1 µM), for the others: top-dose activity change, negative = inhibition, usual class: inhibitors; 0.52% of 330,000 active;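 further: potency means the concentration at half of the fitted maximal effect; plate controls were no compound for no effect and no enzyme for full effect; nearly all actives have a fitted effect of over 20% in size; some results filed as inactive show a strong effect at the top dose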
#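 AmpC (5.3 nM in the dispensed reagent) in 20 mM phosphate pH 7.0 with 0.01% (detergent screen) or 0.0001% Triton X-100 was preincubated with compounds for 15 min at room temperature. Nitrocefin was then added from an 800 uM solution, and hydrolysis was followed at 480 nm.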
# HCV inh: inhibitors of hepatitis C virus infection | Huh7.5.1 HCVcc-Cre infection, luciferase reporter, 44 h | Potency, µM (series often up to 41.8 µM), for inactives: at the top dose activity change, negative = inhibition, usual class: inhibitors | 3.4% of 340,000 active; further: potency means the concentration at half of the fitted maximal effect
#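 Seed cells (1,000/well) for 4 h; treat with compound and infect with HCVcc-Cre, moi about 0.5. Incubate 44 h, then detect luciferase activity.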
# An asterisk follows results filed as active; ? = inconclusive; · = not tested or not shown; & = joins results of further samples; [ ] = another dose, or the depositor's remark. Unless noted, the call rests on the fitted dose curve; in most records, active means well fitted curve in the direction sought with a large enough effect; inconclusive means small, poorly fitted or top-dose-only effect, or another doubt; inactive means no such curve, though single readings can be large; an effect the other way counts as inactive or inconclusive. Unless noted, on the % scale 0 is the no-effect control and ±100 the full control effect.
SMILES,Sm TGR inh,AmpC detergent,HCMV inh,Giardia FBPA inh,AmpC inh no detg,HCV inh
CCC1=C(OC(=O)N(CC)CC)N2C(=O)OC(=NCC(=O)OC)[C@]2(C)[C@H]2C1=CC[C@H]1C(=O)N(CC)C(=O)[C@H]12,-5%,-4%,-4,5%&8%,131%[activator],18%
CCCNC(=O)CS(=O)Cc1nc(-c2cccc(OC)c2)oc1C (configuration not stated),-6%,?,9,0%,2%,11%
CCOC(=O)C1=C(C)NC(=O)NC1c1ccc(OC)c(CN2CCOCC2)c1 (configuration not stated),1%,0%,-29,1%,-6%,21%
CCN(CC)c1ccc(-c2nn3c(-c4cccnc4)nnc3s2)cc1,-3%,0%,-16,-2%,-8%,?
N#C/C(=C\c1ccc(O)cc1)c1nc2ccccc2o1,5%,1%,39,9%,-37%,-6%
Cc1ccc(OCCn2cnc3c(N)ncnc32)cc1,0%,-2%,142,-18%,-17%,-4%
O=S(=O)(c1ccccc1)c1nc(NCc2ccccc2)sc1Cl,-10%,?,-70*,-4%,-28%,-15%
COc1ccc(CCNC(=O)CSc2nnc(-c3ccccc3)c3ccccc23)cc1OC,-14%,-10%,?,-1%,52%,-3%
CSc1ccc(S(=O)(=O)NCc2ccc(C)cc2)cc1,-6%,3%,16,1%,-25%,-11%
O=C(O)CSc1c2c(nc3cc(C(=O)N4CCCC4)ccc13)CCCC2,-1%,-1%,-33,7%,-25%,20%
COc1cc(CC(=O)OCC(=O)Nc2sccc2C(N)=O)cc(OC)c1OC,1%,?,-39,-3%,-28%[11.4 µM],10µM*
CN(Cc1ccc2c(c1)OCCO2)C(=O)CN1C(=O)NC2(CCCCC2)C1=O,1%,4%,-13,·,8%,4%
Cc1ccc(C(=O)N2CCCC(C(F)(F)F)C2)cc1S(=O)(=O)N1CCOCC1 (configuration not stated),0%,5%,?,·,33%,12%
O=Cc1ccc(OCc2ccc3ccccc3c2)cc1,0%,-14%,46,2%,-26%,23%
Cc1ccccc1-c1nc(CN(Cc2c(C)nn(C)c2C)C2CC2)c(C)o1,·,-1%,?,-10%,256%[activator],?
CCCN1CCC(NCc2cn(C)nc2-c2ccc(Oc3ccccc3)cc2)CC1,21%,1%,?,1%,93%[activator],11µM*
O=[N+]([O-])c1ccccc1S(=O)(=O)Nc1ccc(-c2ccc3nncn3n2)cc1,-5%,-18%,-7,·,-14%,4%
CC1CCN(C(=O)Cn2c(=O)c3cccn3c3ccccc32)CC1,-2%,-3%,?,·,-21%,15%
COC(=O)c1ccc(NC(=O)CSc2n[nH]c(-c3ccccc3)n2)cc1,6%,14%,16,·,·,·
Cc1ccc(C=Nc2ccc(N(C)C)cc2)o1,-36%,?,-76*,?,2%,3%
Cc1cccc(N2CCN(C(=O)c3c4c(nc5ccccc35)C(=O)N(C3CCCCC3)C4)CC2)c1C,3%,22%,34,·,·,·
C=CC[C@H]1CC(C)=C[C@H](CC=C)N1,-3%,4%,10,2%,-32%,18%
Cn1cnnc1SC(C(=O)c1ccccc1)c1ccccc1 (configuration not stated),3%,-16%,17,4%,-3%,-19%
Cc1noc(C(=O)Nc2cccnc2)c1Cl,-20%,-15%,9,3%,-22%,7%
CCC(C)NC(=O)CSc1nnc(-c2ccc(C(C)(C)C)cc2)n1C (configuration not stated),12%,-6%,-20,4%,0%,?
Cc1cn([C@H]2C[C@H](O)[C@@H](CCC(=O)NCCN3CCCCC3)O2)c(=O)[nH]c1=O,·,·,-13,·,-12%,11%
COc1ccc(CNC(=O)CN(C)Cc2ccccc2F)cc1OC,-1%,10%,-29,-7%,10%,7%
Cc1cc(C)cc(OCC(=O)N(C)CC(=O)Nc2ccc(N3CCOCC3)cc2)c1,3%,1%,24,·,32%,-14%
NC(=O)CCn1ccc2ccccc21,2%,0%,-18,3%,-5%,4%
CCCOc1ccc2cc(C(=O)NCc3ccccc3)c(=O)oc2c1,13%,-9%,?,-5%,-19%,-20%

# Full records as entered above.
# CCC(C)NC(=O)CSc1nnc(-c2ccc(C(C)(C)C)cc2)n1C (configuration not stated) across the screens: Sm TGR inh = 12%; AmpC detergent = -6%; HCMV inh = -20; Giardia FBPA inh = 4%; AmpC inh no detg = 0%; HCV inh = ?
# CCCN1CCC(NCc2cn(C)nc2-c2ccc(Oc3ccccc3)cc2)CC1 across the screens: Sm TGR inh = 21%; AmpC detergent = 1%; HCMV inh = ?; Giardia FBPA inh = 1%; AmpC inh no detg = 93%[activator]; HCV inh = 11µM*

# Continued:
SMILES,Sm TGR inh,AmpC detergent,HCMV inh,Giardia FBPA inh,AmpC inh no detg,HCV inh
COc1ccccc1/C=C/C(=O)OCC(=O)N1CCCCC1,·,·,-2,·,0%,31%[activator]
Cn1cc(CCC(=O)N2CCCC(CCC(=O)NCc3ccc(F)c(F)c3)C2)cn1 (configuration not stated),-14%,-5%,9,3%,33%[activator],-3%
COCCNCCOCCOc1ccc(Cl)c(C)c1,4%,1%,-29,?,15%,-19%
Cc1nc(-c2ccccc2OC(F)(F)F)[nH]c(=O)c1Cl,3%,8%,18,-9%,-11%,24%
CCCCNC(=O)c1ccc(-c2nc(CN3CCc4ccccc43)c(C)o2)cc1,?,-2%,-4,·,·,·
O=C(NCCC1=CCCCC1)C1CCC(CNc2nc(=S)[nH]c3ccccc23)CC1 (configuration not stated),0%,1%,-62*,0%,-21%,?
Cc1nn(Cc2ccc(C(=O)N3CCN(C(=O)c4ccco4)CC3)o2)c(C)c1[N+](=O)[O-],3%,4%,-2,·,17%,-21%
O=C(O)CCC(=O)OCC1CCCO1 (configuration not stated),-27%,-5%,-21,5%,-24%,4%
CCn1cc(S(=O)(=O)N2CCc3ccccc3C2)cn1,0%,3%,-17,·,23%,5%
CN(C)S(=O)(=O)c1cccc(C(=O)NCCCn2ccnc2)c1,-8%,-9%,-25,-1%,-8%,18%
COc1cc(OC)cc(C(=O)N[C@H](C(=O)Nc2ccc(S(=O)(=O)N(C)C)cc2)C(C)C)c1,1%,-8%,26,-6%,25%,?
CCc1ccc(N2CC34C=CC(O3)C(C(=O)OC)C4C2=O)cc1 (configuration not stated),-2%,?,25,5%,-10%,7%
Cc1ccc(CNCc2c(C(=O)O)n(Cc3ccccc3C)c3cc(C)ccc23)cc1,23%,14%,25,·,·,·
Cc1nnc(SCCn2c(N3CCN(Cc4ccccc4)CC3)nc3c2c(=O)[nH]c(=O)n3C)s1,-22%,-12%,-19,2%,46%,8%
OCCNc1nc(N2CCCC2)nc(N2CCCC2)n1,-7%,-1%,22,-4%,-5%,?
Cn1nc(-c2ccc(OCC(=O)NCC3CCCO3)cc2)c2ccccc2c1=O (configuration not stated),1%,2%,-13,4%,7%,?
COc1cccc(NC(=O)CN(C)C(=O)/C=C/c2cn(-c3ccccc3)nc2-c2cccs2)c1,-11%,-20%,-12,·,1%,?
COc1ccc(C2N(Cc3ccccc3)CC(=O)N2/N=C(\C)c2ccccc2)cc1 (configuration not stated),7%,-1%,-31,1%,3%,2%
CCOc1ccc(OCC)c(S(=O)(=O)NCc2ccccn2)c1,3%,-7%,7,-2%,-3%,15%
CCN(CC)S(=O)(=O)c1cccc(C(=O)N[C@H](C(=O)NCc2ccc(Cl)cc2)C(C)C)c1,-8%,0%,-17,-2%,10%,?
CN(C)CCNc1ncnc2c1sc1nc(N3CCCC3)c3c(c12)CC(C)(C)OC3,9%,4%,?,-12%,154%[activator],13µM*
Oc1c(C=NCc2ccc(F)cc2)[nH]c2ccc(Br)c(Cl)c12,32µM*,-4%,46,?,-44%,-24%
COc1ccc(/C(C)=N/NC(=O)C(NC(=O)c2ccccc2)c2n[nH]c(=O)c3ccccc23)c(OC)c1 (configuration not stated),4%,-6%,9,-15%,6%,27%
Clc1ccc(/C=C/c2nc3ccccc3[nH]2)c(Cl)c1,2%,-4%,-5,-7%,11µM*,?
Cc1ccc(CN(C)C(=O)c2cccc(S(=O)(=O)N3CCCC3)c2)cc1,-5%,?,-3,·,31%,5%
COc1cc(N)c(Cl)cc1C(=O)OCC(=O)NCc1cccs1,·,·,?,·,-27%,?
CCOc1ccc(N(CC(=O)Nc2ccc(F)cc2F)S(=O)(=O)c2c(C)[nH]c(=O)[nH]c2=O)cc1,1%,-11%,-25,·,·,·
O=C(NNc1nc(-c2ccc(F)cc2)cs1)c1ccccc1,3%,-1%,-99*,-1%,-7%,?
Fc1ccc(CSc2ncnc3nc[nH]c23)cc1,-1%,?,24,?,1.6µM*,-12%
CCc1nc(SCC(=O)Nc2nnc(CC(C)C)s2)n[nH]1,5%,-13%,-29,0%,-9%,19%

# Reprinted from the part before: 3 entries, then new ones.
SMILES,Sm TGR inh,AmpC detergent,HCMV inh,Giardia FBPA inh,AmpC inh no detg,HCV inh
O=C(NNc1nc(-c2ccc(F)cc2)cs1)c1ccccc1,3%,-1%,-99*,-1%,-7%,?
Fc1ccc(CSc2ncnc3nc[nH]c23)cc1,-1%,?,24,?,1.6µM*,-12%
CCc1nc(SCC(=O)Nc2nnc(CC(C)C)s2)n[nH]1,5%,-13%,-29,0%,-9%,19%
COc1ccccc1NS(=O)(=O)c1cc(NC(=O)CNC(=O)c2ccc(C)s2)ccc1Cl,-10%,?,?,9%,-13%,-9%
O=C(NN1C(=O)NC2(CCCCC2)C1=O)c1cc(F)cc(F)c1,-14%,-2%,-18,·,-18%,-20%
CCOC(=O)C1CCN(CC(=O)Nc2c(C(=O)OC)[nH]c3ccc(Cl)cc23)CC1,7%,?,60,-2%,105%[activator],10µM*
CCc1ccc2occ(CC(=O)Nc3c(C(=O)Nc4ccc(Cl)cc4)oc4ccccc34)c2c1,1%,-8%,35,·,·,·
Cc1ccc(N/C=C2\CCCCC2=O)c(C)c1,-25%,?,-16,-6%,-41%,-7%
COc1ccccc1CNC(=O)CCCCn1c(=O)c2ccccc2n(CC(=O)Nc2cccc(Cl)c2)c1=O,9%,18%,?,·,·,·
Cn1cc(CNC(=O)C2CCC(=O)N(Cc3cccc(C(F)(F)F)c3)C2)cn1 (configuration not stated),0%,1%,-1,·,22%,-1%
CCCCc1cc(=O)oc2cc(OCC(=O)Nc3ccccn3)ccc12,0%,-14%,54,·,-24%,-4%
Cn1nc(-c2ccccc2)c(CSc2ccccc2)c1Cl,-13%,2%,-13,1%,7%,?
Cc1c(NC(=O)c2ccc(C(=O)Nc3c(C)n(C)n(-c4ccccc4)c3=O)cc2)c(=O)n(-c2ccccc2)n1C,7%,-15%,19,7%,-9%,2%
COc1ccc(CNC(=O)C2CC(=O)N(C3CCCC3)C2)cc1 (configuration not stated),0%,-6%,11,·,-11%,3%
Clc1ccc(Cc2nn3c(Cn4nnc5ccccc54)nnc3s2)cc1,-19%,-8%,-33,19%,-13%,-10%
O=C(CN(C(=O)CNC(=O)c1ccco1)c1cccc(F)c1)NC1CCCCC1,6%,6%,-2,·,-11%,20%
O=C(CC1C(=O)NCCN1Cc1ccc(Cl)c(F)c1)NCC1CCOCC1 (configuration not stated),40µM*,-7%,15,-27%,22%,10%
Cc1cc(C(=O)NP(=O)(N2CCOCC2)N2CCOCC2)c(C)n1-c1ccc(Br)cc1,-3%,6%,43,-2%,250%[activator],11%

# Bioassay records deposited in PubChem BioAssay by National Center for Advancing Translational Sciences (NCATS).
